# From PubChem
# mcGAS MS inh = inhibitors of mouse cGAS; Q8C6L5; recombinant mouse cGAS, cGAMP by RapidFire MS; inhibition, % at 12.5 µM; actives 0.18% (n = 130,000); AID 1259397;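 active means inhibition of cGAS enzyme activity at or above 60%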;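 further: enzyme stimulated by 45 bp dsDNA with ATP and GTP substrates; cGAMP share of summed cGAMP plus half ATP and half GTP signals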
# Target sequence (Q8C6L5 whole entry, looked up): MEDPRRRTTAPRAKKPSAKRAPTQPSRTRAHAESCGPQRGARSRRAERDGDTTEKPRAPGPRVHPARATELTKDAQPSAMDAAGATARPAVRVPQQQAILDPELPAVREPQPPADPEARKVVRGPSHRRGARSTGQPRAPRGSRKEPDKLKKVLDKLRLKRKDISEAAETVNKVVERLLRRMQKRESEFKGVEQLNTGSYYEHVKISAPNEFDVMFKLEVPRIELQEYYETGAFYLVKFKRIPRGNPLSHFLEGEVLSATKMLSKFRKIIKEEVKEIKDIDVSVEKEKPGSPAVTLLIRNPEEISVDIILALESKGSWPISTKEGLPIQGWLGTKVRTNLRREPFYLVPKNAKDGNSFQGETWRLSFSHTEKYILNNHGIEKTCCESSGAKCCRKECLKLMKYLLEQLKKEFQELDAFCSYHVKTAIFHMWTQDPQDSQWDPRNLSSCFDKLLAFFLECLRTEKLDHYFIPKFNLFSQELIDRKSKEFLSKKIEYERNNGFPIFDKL
# Starred values were filed as active, the others as inactive; & = joins results of further samples. Some of the compounds tested. The share of hits here may be higher or lower than overall.
SMILES,mcGAS MS inh
C=CC1(O)CCC2COC1O2 (centres undefined),-14
Cc1cc(C(=O)NCCC2CC3CCC2C3)ccc1-n1cnnn1 (centres undefined),-18
Cn1cc(C(=O)NC2CCCCC2)c2[nH]c(=O)n(-c3ccc(F)cc3)c(=O)c21,-29
Cc1ccc(C(=O)NCc2nnc(SCC(=O)N3CCCc4ccccc43)n2-c2cccc(Cl)c2)cc1[N+](=O)[O-],8
COc1ccc(CN(C)Cn2nc(C)n(-c3ccc(C)cc3)c2=S)cc1,-9&-7
Cc1ccc(C(=O)NCC(=O)N(C)CC(=O)Nc2ccc(Cl)cc2)s1,9
CC(C)(C)NC(=O)COC(=O)c1ccc(Br)o1,-2
Cc1ccoc1C(=O)N1CCc2c(nc(-c3ccncc3)nc2N(C)C)C1,6
Cc1ccc(-n2ccc3nc(N4CCOCC4)ncc3c2=O)cc1,-33
O=C(c1cn[nH]n1)N1CCOC(c2cc(F)c(Cl)cc2Cl)C1 (centres undefined),-5
CCCc1cc(=O)n(CC(=O)NCCc2ccccc2)cn1,-8
Nc1n[nH]c(-c2ccc(Cl)s2)c1-c1ccc2c(c1)OCO2,-3
Nc1nc(-c2cc(F)ccc2F)cs1,-1
CCN1CCN(c2ccc(C(=O)Nc3cc(C)nn3C)cc2F)CC1,-12
CCn1nc(C)c(CNC(=O)CN2CCC(C)=N2)c1C,-18
Cn1c(O)c(N=Nc2cccc3c2CCCC3)c2ccccc21,-7
COc1ccc(-c2nccn2-c2ccc(Cl)cc2)c(OC)c1OC,-3
O=C(CSC12CC3CC(CC(C3)C1)C2)Nc1cccc(F)c1,-22
CCOC(=O)c1nn(-c2ccccc2C)c(=O)cc1N1CCN(C(=O)OCC)CC1,-10
NC1CCCN(C(=O)c2ccc3n[nH]nc3c2)CC1 (centres undefined),-15
c1ccc(-n2nnnc2NCC2CCCCC2)cc1,15
O=C(c1ccc2nc(C3CCCCC3)oc2c1)N1CCCN(c2ncccn2)CC1,2
Cc1nc[nH]c(=O)c1Br,-9
O=C(CSc1ccccc1)N1CCCC(N2CCN(c3cccc(Cl)c3)CC2)C1 (centres undefined),-6&-1
O=C(C[n+]1cc(=O)o[nH]1)NC1CCCc2c1cnn2-c1ccc(F)cc1F (centres undefined),0

# Next records.
SMILES,mcGAS MS inh
CCc1nc2n(n1)CC(NCc1c(Cl)nc3sccn13)CC2 (centres undefined),-17
CC(=O)Nc1cc(NC(=O)c2nc(C(C)C)cs2)ccc1Cl,-2
C=CCN(c1ccccc1)S(=O)(=O)c1ccc2c(c1)CCN2C(C)=O,-9
COc1ccc(-n2c(C)cn3c4c(=O)n(CC(C)=O)c(=O)n(C)c4nc23)cc1,-7
CCC(C)(C)NS(=O)(=O)c1ccc(Cl)cc1C(F)(F)F,8
O=C1CCCN1c1ccc(C2=NNC(=NCc3ccccc3)SC2)cc1,1
CNC(=O)c1ccccc1-c1cccc(NC(C)=O)c1,-6
O=[N+]([O-])c1cc(C(F)(F)F)ccc1NN=Cc1ccc2ncccc2c1,36
Fc1ccc2nc3[nH]c4ccccc4c3nc2c1,9
CCc1ccc(/C=C/C(=O)N(C)CC(=O)NC(C)C)cc1,-5
CC1=Nc2c(c(=O)n(C)c(=O)n2C)C(c2ccc([N+](=O)[O-])cc2)C1C(=O)OCC(C)C (centres undefined),17
CC1CCCCN1C(=O)c1ccc(Cl)c(S(=O)(=O)NCC2CCCO2)c1 (centres undefined),-1
Cc1nc2ccccn2c(=O)c1NC(=O)c1ccc(F)c(F)c1,-6
Cc1c(N)c(-c2ccsc2)nn1C(=O)OC(C)(C)C,-1
O=C1C(Cl)=C(N2CCOCC2)C(=O)c2ccc(S(=O)(=O)N3CCOCC3)cc21,56
O=c1oc2ccc([N+](=O)[O-])cc2cc1-c1nnc(Nc2ccc(Oc3ccc4ccccc4c3Cl)c(Cl)c2)s1,-2
CC(=O)NCCNC(=O)CN1CCCC1c1c(C)nn(C)c1Cl (centres undefined),-6
C=CCNc1nc(C2(C)CC3(CC(C)(C)OC3=O)C(=O)O2)cs1 (centres undefined),-13
Cc1cc(OCc2ccc(C(=O)Nc3cccnc3Cl)o2)ccc1Cl,-4
CC(C)c1ccc(C2=NC(C)(CC(=O)NCc3cccc(O)c3)ON2C)cc1 (centres undefined),-9
CC(Oc1ccc(F)cc1)C(=O)OCc1cc(=O)n(C)c(=O)n1C (centres undefined),-7
O=c1[nH]ccc2c1nnc1ccnn12,-18
O=c1oc(-c2ccccc2F)nc2ccccc12,6
Cc1nn(C)c(C)c1C=Cc1ccc2ccccc2n1,-6
O=C(c1cn(-c2ccccc2)nn1)N1CCNC(c2ccccc2)C1 (centres undefined),-12

# Filtered by structure: the entries above containing bromine (two)
SMILES,mcGAS MS inh
CC(C)(C)NC(=O)COC(=O)c1ccc(Br)o1,-2
Cc1nc[nH]c(=O)c1Br,-9

# Gathered by group: the entries above containing a furan ring, fused or not.
SMILES,mcGAS MS inh
CC(C)(C)NC(=O)COC(=O)c1ccc(Br)o1,-2
Cc1ccoc1C(=O)N1CCc2c(nc(-c3ccncc3)nc2N(C)C)C1,6
Cc1cc(OCc2ccc(C(=O)Nc3cccnc3Cl)o2)ccc1Cl,-4

# Additional records.
SMILES,mcGAS MS inh
COCCC1CCCCN1C(=O)c1cc(C2CC2)[nH]n1 (centres undefined),-4
Cc1ccc(-c2nc(C=Nc3cccc(Cl)c3C)c(O)o2)cc1,-8
CN1CCC2(CCCN(C(=O)c3cc(=O)c4ccccc4[nH]3)CC2)CC1,-32
COC(=O)[C@H](CC(C)C)NC(=O)c1oc2c(F)cccc2c1C,-6
Cc1ccc(C)c(-n2nc(C)cc2NC(=O)C2CC2C)c1 (centres undefined),-9
CCOc1ccc(C(=O)N2CCN(c3ncccn3)CC2)cc1,-1
CCN(CC)C(=O)Cn1cc(C(=O)N2CCC(c3cccc(Cl)c3)C2)nn1 (centres undefined),-7
OC[C@H]1O[C@H](O[C@]2(CCl)O[C@H](CCl)[C@@H](O)[C@@H]2O)[C@H](O)[C@@H](O)[C@H]1Cl,-3
C=CCc1ccccc1NC(C(=O)OCC)c1ccccc1 (centres undefined),-15
CSCCC(=O)N1CCOC(CC2CCCCC2)C1 (centres undefined),-7
Cc1cn2c3c(=O)n(CCN4CCOCC4)c(=O)n(C)c3nc2n1C(C)C,-9
Cc1ccc(I)c(OCC(=O)Nc2ccc(C(=O)N(C)C)cc2)c1,-8
CCn1cc2nc(OC)c(CNC(=O)c3cc(C(C)C)no3)cc2c1O,-8
O=C(CCc1ccc(-c2ccccc2F)o1)N1CCN(C(=O)C2CC2)CC1,-2
CCCCC(=O)Nc1ccc(NC(=O)Cc2cnc[nH]2)cc1,-4
CCc1sc(=O)n(Cc2nnc(C)o2)c1-c1ccccc1,-8
Cc1cc(O)c(C(c2ccncc2)N2CCN(C)CC2)c(=O)n1Cc1ccccc1 (centres undefined),2
C=Cc1ccc(CC2(C)C(=O)Nc3c(Cl)ccc(Cl)c32)cc1 (centres undefined),-8
CC(C)c1n[nH]c2c1CN(Cc1cc3n(n1)CCNC3)CC2,-32
Cc1nc(N2CCN(c3ccccc3)CC2)nc2c1C(=O)CC(C)C2 (centres undefined),-3
O=C(CCc1ccco1)N1CCN(S(=O)(=O)c2ccc(Cl)c(Cl)c2)CC1,-5
CC(NC(=O)c1csc(-c2ccc(Cl)cc2)n1)C(=O)N(C)C (centres undefined),-8
O=C(NCC(=O)N1CCN(c2cccc(Cl)c2)CC1)c1ccco1,-17
C=CCn1c2ccccc2n2c(C(=O)c3ccc(Br)s3)c(C)nc12,-26
Cc1nc(CN(C)Cc2cc(C)c(C)cc2C)no1,-18

# More results:
SMILES,mcGAS MS inh
NC(=O)c1nc(-c2ccc([N+](=O)[O-])cc2)nc2c1[nH]c(=O)n2-c1ccc(Cl)cc1,-10
Cc1cc(COC(=O)c2cc3c(s2)CCC(C)C3)no1 (centres undefined),-3
Nc1c2c(-c3cccc(F)c3F)nc(NCCN3CCOCC3)nc2nn1-c1ccccc1,-11
Cc1nc(NCc2nncn2CCc2ccccc2)c2cnn(C)c2n1,1
CCCNC(=O)C1(C)CCN(Cc2ccc(-n3ccnc3)cc2)C1 (centres undefined),4
Cc1c(=O)n(OCc2ccccc2Br)c2ccccc2[n+]1[O-],1
C/C=C/COC(=O)C1=C(C)NC(=O)NC1c1ccccc1F (centres undefined),-10
Cc1ccccc1NC(=O)c1ccc2nc(-c3ccccc3)c(-c3ccccc3)nc2c1,3
NC(=NN=C1CCCCCC1)SCn1nnc2ccccc2c1=O,-8
Cc1cc(CC(C)Nc2nc(CCN)nc3sc(C)c(C)c23)n[nH]1 (centres undefined),1
COc1cc(CNc2ccc(C#N)nc2)cc(Br)c1OC,-11
O=S(=O)(Nc1cc(C(F)(F)F)[nH]n1)c1ccc2c(c1)OCCCO2,-1
CN(CCN1CCOCC1)C(=O)c1ccc2oc(-c3ccc(C(F)(F)F)cc3)nc2c1,-6
Cc1ccc(-c2nnc(NCCN3CCOCC3)c3ccccc23)cc1,5
CC(C)CC(C)OCCC(=O)Nc1ccc(-c2nncn2C)cc1 (centres undefined),-4
O=C(CC[C@H]1C(=O)OCN1C(=O)OCc1ccccc1)NCCc1c[nH]c2ccc(O)cc12,4
CCCNC(=O)C1(C)CCCN(Cc2ccccc2F)C1 (centres undefined),-8
O=C1CCCN1CCNC(=S)Nc1ccccc1,-9
CN(Cc1ccco1)C(=S)Nc1ccc2c(c1)OC(F)(F)O2,0
Cc1nn(-c2ccccc2)c(C)c1C1C2C(=O)CC(C)(C)CC2=Nc2nnnn21 (centres undefined),3
O=C(Cn1ncc2ccccc2c1=O)N(Cc1cccs1)C1CCS(=O)(=O)C1 (centres undefined),-2
CN1CCC(C(=O)N(CC2CCCCC2)C2CC2)CC1=O (centres undefined),-2
O[C@@H]1CN(CCCn2cccn2)CC[C@H]1N1CCN(c2ccccn2)CC1,-5
COc1ccc(-n2nc([N+](=O)[O-])c(=Nc3ccc(C)c(Br)c3)n2O)cc1,4
CC(C)CN(CCC(=O)O)c1nc(-c2ccc(F)cc2)nc2cc(Cl)ccc12,-4

# Continuation.
SMILES,mcGAS MS inh
CC(C)SCC(=O)N1Cc2cnc(-c3ccccc3)nc2C1,-5
Cn1nnc2c(=O)n(Cc3ccccc3F)cnc21,-9
Cc1ccnc(N2CCC(Cc3nn(C)c(=O)n3-c3ccccc3)CC2)n1,-61
CCNC(=O)C1(C)CCCN(Cc2ccc3c(c2)OCO3)C1 (centres undefined),-4
CN(Cc1cnccn1)Cc1cn[nH]c1-c1ccc(-c2ccccc2)cc1,-8
CCC(CNCc1nccn1C)Oc1cccc(F)c1 (centres undefined),-3
Oc1oc(-c2ccc(Cl)cc2)nc1C=Nc1ccc(I)cc1,-1
COCCNC(=O)NC(=O)CN1CCCC1c1cc(C)on1 (centres undefined),1
FC(F)(F)c1ccccc1CCC1CCCN(Cc2ncc[nH]2)C1 (centres undefined),-17
CN(CC(=O)Nc1ccccc1C#N)Cc1cccc(F)c1,-7
O=C(CC1C(=O)NCCN1CCCc1ccccc1)NCCc1ccco1 (centres undefined),1
COc1ccc2nc(N(Cc3ccccn3)C(=O)c3cc(C)on3)sc2c1,-8
Cc1nn(-c2nc3ccccc3[nH]2)c2c1C(=O)CC(c1ccccc1O)C2 (centres undefined),2
COc1ncccc1C(=O)N1CCC2(CCCN(CC3CCCCC3)C2)C1 (centres undefined),-15
CCCn1c(SCC(=O)c2cc(C)n(C3CC3)c2C)n[nH]c1=O,1
C=CCNC(=O)Nc1ccc(NC(=O)N(C)CC2CCC2)cc1,-2
CC(=O)Nc1ccc(C)c(S(=O)(=O)Nc2ccc(Br)c(C(F)(F)F)c2)c1,-1
Cc1nn(C(=O)c2cccs2)c(C)c1Sc1ccccc1,0
O=C(CN1CCOCC1)N1N=C(c2cccs2)CC1c1ccco1 (centres undefined),-33
Brc1ccc(-c2cn3c4c(sc3n2)CCCC4)cc1,-8
CCOC(=O)C1CCN(C(=O)CCC(=O)c2ccc(SC)cc2)CC1,-6
Cc1noc(C)c1CN(C)CC(O)c1ccc(S(C)(=O)=O)cc1 (centres undefined),0
Fc1ccc(N2CCC(N3CCCC(Nc4ccccc4)C3)CC2)cc1 (centres undefined),-2
CCOc1ccc(-n2ccc(=O)c(C(=O)Nc3ccccc3)n2)cc1,-1
CCOC(=O)c1c(NC(=O)CNc2ccccc2N2CCCC2=O)sc2c1CCCC2,-1

# Part of the list above, with bars between the fields:
SMILES | mcGAS MS inh
Cc1nn(-c2nc3ccccc3[nH]2)c2c1C(=O)CC(c1ccccc1O)C2 (centres undefined) | 2
COc1ncccc1C(=O)N1CCC2(CCCN(CC3CCCCC3)C2)C1 (centres undefined) | -15
CCCn1c(SCC(=O)c2cc(C)n(C3CC3)c2C)n[nH]c1=O | 1

# Structural class: the entries above containing an aryl methoxy group (8)
SMILES,mcGAS MS inh
COc1ccc(CN(C)Cn2nc(C)n(-c3ccc(C)cc3)c2=S)cc1,-9&-7
COc1ccc(-c2nccn2-c2ccc(Cl)cc2)c(OC)c1OC,-3
COc1ccc(-n2c(C)cn3c4c(=O)n(CC(C)=O)c(=O)n(C)c4nc23)cc1,-7
CCn1cc2nc(OC)c(CNC(=O)c3cc(C(C)C)no3)cc2c1O,-8
COc1cc(CNc2ccc(C#N)nc2)cc(Br)c1OC,-11
COc1ccc(-n2nc([N+](=O)[O-])c(=Nc3ccc(C)c(Br)c3)n2O)cc1,4
COc1ccc2nc(N(Cc3ccccn3)C(=O)c3cc(C)on3)sc2c1,-8
COc1ncccc1C(=O)N1CCC2(CCCN(CC3CCCCC3)C2)C1 (centres undefined),-15

# Next part
SMILES,mcGAS MS inh
Cn1c(=O)c2c(ncn2CCN)n(C)c1=O,1
Cc1[nH]c2ccc(F)cc2c1CC(=O)N(C)C1CCCC1,-4
Cc1nc2sc(C(=O)N(C)Cc3ccc(Br)s3)c(C)c2c(=O)[nH]1,-2
CC(C)c1ccc(NC2CCCN(C(=O)CCN3CCCO3)C2)cc1 (centres undefined),-3
Cc1ccoc1C(=O)NCc1cc(CC(C)C)on1,-36
CO[C@@]1([Si](C)(C)C)CCCCC1O (some centres undefined),-11
CCN(CC)S(=O)(=O)c1cc(C(=O)O)n(C)c1,-4&-1
Cc1ccc(C2(O)CCN(C(=O)C(C)(C)NC(=O)c3cccs3)CC2)nc1,-29
